Screening data deposited in PubChem BioAssay by National Center for Advancing Translational Sciences (NCATS).
HCMV antiviral = blocks human cytomegalovirus replication. HFF cells, HCMV-luciferase reporter, 72 h; active compounds read low. activity change, negative = inhibition, % at 57.5 µM. actives 4.5% (n = 410,000). AID 1259415; in the data active means activity change below about -60%; inconclusive means no clear call, values can overlap the other calls; inactive means above about -39%
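Two-dose cell screen: HFF monolayers treated with compounds and infected with luciferase-expressing HCMV at 1 PFU/cell, 72 h at 37C, then lysed for luciferase measurement.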
AMA1 RON2 block = inhibitors of Plasmodium falciparum AMA1-RON2 interaction | AID 720542 | Potency, µM (highest dose often 58.2 µM), without a hit: top-dose activity change, negative = inhibition, usual class: inhibitors | actives 0.2% (n = 360,000) | AlphaScreen AMA1-biotinylated RON2 peptide binding;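 further: potency means the concentration at half of the fitted maximal effect; 0% = vehicle wells and -100% = peptide control; nearly all actives have a fitted effect of over 45% in size; some results filed as inactive show a strong effect at the top dose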
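AMA1 (3D7) with his tag at 25 nM final met compounds first, then biotinylated RON2 peptide at 25 nM; detection used donor plus acceptor beads, 10 µg/mL apiece, read by AlphaScreen after 30 min at room temperature.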
Sm TGR block = inhibitors of Schistosoma mansoni thioredoxin glutathione reductase; purified TGR, DTNB reduction, TNB absorbance 405 nm; Potency, µM (highest dose often 114 µM), inactives show top-dose activity change, negative = inhibition, usual class: inhibitors; actives 3% (n = 360,000); AID 485364; further: potency means the concentration at half of the fitted maximal effect; nearly all actives have a fitted effect of over 60% in size
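Kinetic colorimetric format: TGR-catalysed, NADPH-driven DTNB reduction monitored via TNB absorbance. Enzyme dispensed at 20 nM; compound exposure 15 min at room temperature before reaction start.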
FBPA Giardia inh = blocks Giardia fructose-bisphosphate aldolase activity; Potency, µM (titrated, usually from 59.6 µM), without a hit: at the top dose activity, negative = inhibition, hits mostly inhibitors; purified Giardia FBPA; A8B2U2; actives 0.71% (n = 290,000); further: potency means the concentration at half of the fitted maximal effect; nearly all actives have a fitted effect of over 55% in size
Target sequence (A8B2U2 whole entry, looked up): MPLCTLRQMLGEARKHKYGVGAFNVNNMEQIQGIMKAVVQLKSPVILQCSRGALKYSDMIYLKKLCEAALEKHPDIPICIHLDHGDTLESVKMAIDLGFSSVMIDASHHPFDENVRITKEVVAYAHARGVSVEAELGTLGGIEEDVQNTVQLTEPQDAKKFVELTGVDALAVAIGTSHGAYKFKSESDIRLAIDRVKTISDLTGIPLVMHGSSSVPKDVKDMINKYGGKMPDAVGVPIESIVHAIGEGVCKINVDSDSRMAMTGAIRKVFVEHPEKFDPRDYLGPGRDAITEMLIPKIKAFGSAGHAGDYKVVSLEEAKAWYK
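Giardia FBPA (40 nM reagent) was preincubated 10 min at RT with compound (up to 57.5 uM final), then substrate plus GAPDH/TPI/NAD/arsenate coupling system with diaphorase/resazurin was added; resorufin fluorescence (525/598 nm) was read after 20 min.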
AmpC inh detg = blocks E. coli AmpC beta-lactamase in detergent assay; AmpC hydrolysis of nitrocefin, absorbance 480 nm, 0.01% Triton; AID 485294; Potency, µM (series often up to 114 µM), inactives show at the top dose activity change, negative = inhibition, actives largely listed as inhibitors; P00811; actives 0.041% (n = 370,000);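 further: potency means the concentration at half of the fitted maximal effect; 0% = no-compound wells and -100% = no-enzyme wells; nearly all actives have a fitted effect of over 25% in size; some results filed as inactive show a strong effect at the top dose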
Target sequence (P00811 whole entry, looked up): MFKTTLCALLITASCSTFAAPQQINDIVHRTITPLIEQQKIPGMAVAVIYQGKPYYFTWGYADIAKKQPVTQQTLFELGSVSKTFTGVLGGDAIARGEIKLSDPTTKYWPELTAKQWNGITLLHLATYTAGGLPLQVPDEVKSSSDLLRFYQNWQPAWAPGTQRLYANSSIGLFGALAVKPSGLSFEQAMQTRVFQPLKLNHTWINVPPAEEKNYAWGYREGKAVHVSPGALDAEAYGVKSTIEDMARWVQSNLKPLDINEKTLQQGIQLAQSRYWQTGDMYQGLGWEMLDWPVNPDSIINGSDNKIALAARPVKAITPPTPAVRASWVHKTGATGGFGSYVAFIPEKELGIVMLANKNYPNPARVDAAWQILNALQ
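AmpC (5.3 nM in the dispensed reagent) in 20 mM phosphate pH 7.0 with 0.01% (detergent screen) or 0.0001% Triton X-100 was preincubated with compounds for 15 min at room temperature. Nitrocefin was then added from an 800 uM solution, and hydrolysis was followed at 480 nm.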
HCV inh = HCV inhibition. Potency, µM (doses to about 41.8 µM), inactives show at the highest dose activity change, negative = inhibition, actives largely listed as inhibitors. Huh7.5.1 HCVcc-Cre infection, luciferase reporter, 44 h. AID 651820. actives 3.4% (n = 340,000); further: potency means the concentration at half of the fitted maximal effect
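HCVcc-Cre virus at an moi near 0.5 was added right after compound to cells cultured 4 h from seeding (1,000 cells/well). Luciferase activity was determined 44 h later, 15 min after substrate addition at RT.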
* = called active by the depositor; ? = inconclusive; / = not tested or not shown; & = joins results of further samples; [ ] = dose if it differs, or a comment. Unless noted, the call rests on the fitted dose curve; in most records, active means well fitted curve in the direction sought with a large enough effect; inconclusive means small, poorly fitted or top-dose-only effect, or another doubt; inactive means no such curve, though single readings can be large; an effect the other way counts as inactive or inconclusive. Unless noted, on the % scale 0 is the no-effect control and ±100 the full control effect. Not a hit list. Share with any hit: about 9.3%.

SMILES	HCMV antiviral	AMA1 RON2 block	Sm TGR block	FBPA Giardia inh	AmpC inh detg	HCV inh
O=C(Nc1ccc(Br)cc1)c1cccc(-n2cnnn2)c1	-32	12%	-3%	6%	-3%	-13%
COc1ccc(N2CCN(CC(=O)c3c(C)n(C)c4ccc(OC)cc34)CC2)cc1	6	-14%	?	-2%	?	-26%
Cc1ccc(S(=O)(=O)N2C(=O)CCC2C(=O)N2CCCCC2)cc1 (configuration not stated)	82	0%	2%	2%	-2%	23%
Cc1ccc(CCNC(=O)Cc2ccc(NC3=NC4CS(=O)(=O)CC4S3)cc2)cc1 (configuration not stated)	8	9%	1%	-20%	-9%	16%
CCOC(=O)C(CCCOc1ccccc1)C(=O)OCC	?	35%[activator]	9%	0%	1%	11%
CCOc1ccc(CCNC(=O)c2cnc3c(-c4ccccc4)c(C)nn3c2C)cc1OCC	0	/	-1%	/	-8%	/
CCCCn1c(O)c(C(C)=NCc2ccco2)c(=O)[nH]c1=O	-3	11%	-23%	3%	3%	-7%
CCCNc1ncnc2[nH]ncc12	-26	0%	/	/	/	18%
COc1cccc(NC=C2C(=O)OC(C)(C)OC2=O)c1	-5	-12%	1%	1%	?	2%
COC(=O)CC1SC(=O)NC1=Nc1ccc(C)cc1 (configuration not stated)	-13	12%	-5%	-3%	-2%	7%
CC(=O)c1sc(C(C)(C)C)cc1NC(=O)c1ccccc1C(=O)O	13	-20%	1%	?	1%	16%
CCOC(=O)c1cc2c(nc1NC(=S)NCc1ccccc1)CCCC2	57	14%	5%	1%	-11%	1%
Cc1cc(-c2ccc(C)c(S(=O)(=O)Nc3cccc(CN4CCCC4)c3)c2)on1	15	5%	-1%	/	6%	-29%
Cc1[nH]c(=O)[nH]c1C(=O)CCCCC(=O)OCC(=O)Nc1ccccn1	19	-24%	4%	2%	-3%	-10%
c1ccc(Oc2ncnc3sccc23)cc1	-22	6%	-1%	2%	3%	13%
CC1CCCN(S(=O)(=O)c2ccc(C(=O)Nc3ccccc3-c3nc4ccccc4[nH]3)cc2)C1 (configuration not stated)	-3	-2%	-4%	4%	7%	?
CCN(CC(=O)NCc1cccs1)C(=O)c1ccc(S(=O)(=O)N(C)c2ccccc2)cc1	-14	0%	/	/	/	-5%
Cc1cc(N2CCCCC2)nc2ccc(NC(=O)c3ccc(F)cc3)cc12	?	/	7%	/	-3%	/
COC(=O)CCC/C=C1/SCC(NC(=O)c2ccccc2)C1O (configuration not stated)	-1	22%	?	-8%	1%	31%[activator]
CCCc1cc(C(=O)OC)c(NC(=O)OCC)s1	-5	3%	4%	1%	-7%	?
Cc1ccc(Cl)cc1NC(=O)c1oc2ccc(S(=O)(=O)N3CCCCC3)cc2c1C	10	/	-9%	/	-3%	/
COc1ccnc(N=CNOCc2cccc(Cl)c2Cl)c1C#N	15	-6%	-11%	-7%	-3%	11%
CN(C)S(=O)(=O)c1cccc(COc2cccnc2[N+](=O)[O-])c1	28	6%	5%	-6%	?	-18%
O=S(=O)(O)c1ccc(SCc2ccccc2)nc1	-14	-4%	/	/	/	31%[activator]
O=C(Nc1ccc(OC(F)(F)F)cc1)Oc1ccccc1N1CCCCC1	13	0%	-8%	-1%	-3%	-13%
COc1ccc(Cc2noc(CN(C)CCc3ccccc3)n2)cc1OC	-33	-22%	4%	7%	-1%	?
Cc1cc(OCC(=O)N2CCCC2)ccc1Cl	57	-11%	?	2%	-12%	-3%
COc1ccc(-c2nc(C)c(CCNC(=O)C(=O)Nc3cc(C)cc(C)c3)s2)cc1OC	14	/	2%	/	-4%	/
O=C(CSC1c2ccccc2-c2ccccc21)N/N=C/c1ccc(C(=O)O)cc1	-34	-14%	9%	8%	2%	10%
N#Cc1ccc(-c2ccc(F)cc2)nc1Sc1ccc(F)cc1	-12	19%	10%	4%	0%	-7%
Cn1c(CNc2cccc(Cl)c2)nnc1SCC#N	47	14%	-17%	-7%	?	-6%
CCCCn1c(O)c(N=Nc2ccccc2O)c2ccccc21	-37	30%	-9%	/	14%	?
COc1ccc(C(=O)Nc2cc(Cl)ccc2OC(=O)c2ccc(OC)cc2)cc1	/	3%	0%	-2%	-14%	-24%
O=C(N/N=C/c1cc(Cl)cc(Cl)c1O)c1ccncc1	-19	-67%	-24%	21%	3%	?
Nc1cccc([N+](=O)[O-])c1	-34	-5%	-2%	1%	-1%	20%
CCN(CC(=O)NCc1cccs1)C(=O)c1cc(S(=O)(=O)N2CCCCC2)ccc1Cl	-25	-4%	-5%	/	?	-29%
N#CCCN(NC1=NS(=O)(=O)c2ccccc21)C(=O)c1ccccc1Br	/	-9%	-18%	-6%	-2%	8%
Cc1cc(C)c(NC2=NS(=O)(=O)c3ccccc32)c(C)c1	-17	-11%	-11%	1%	?	-15%
CC(C)(O)C(=O)N=Nc1c(O)[nH]c2ccccc12	43	49%[activator]	9%[57.1 µM]	0%	-2%	5%
Cc1ccn(-c2cc(O)c(-n3ccc(C)n3)cc2O)n1	16	4%	-27%	-8%	-8%	28%
CCCc1cc(=O)oc2cc(Oc3ncccn3)ccc12	19	2%	-6%	2%	-7%	?
Nn1c(CSc2nc3ccccc3o2)nnc1CSc1nc2ccccc2o1	3	28%	9%	?	5%	?
CC(C)C(=O)NN(C(=O)C(C)C)c1nc2ccccc2s1	39	8%	0%	2%	3%	2%
CCCC(=O)Nc1cccc(OCc2cc(=O)n3cccc(C)c3n2)c1	19	/	4%	/	23%	/
COc1cc(OC)c(C(=O)O/N=C(\N)c2ccccn2)cc1OC	57	58%[activator]	1%	9%	5%	-10%
O=C(CN1c2ccccc2S(=O)(=O)c2ccccc21)Nc1ccccc1F	-63*	11%	-7%	/	-7%	-3%
COCCCNCC(=O)Nc1sc(C)c(C)c1C(=O)OC	-27	-16%	6%	-20%	?	-5%
Cc1ccccc1NC(=O)Nc1ccc(C(F)(F)F)cc1	-15	3%	18%	-3%	6%	?
COc1ccc(-c2nc(SCCOc3ccccc3Cl)n3[nH]c(=O)cc3n2)cc1	-3	/	0%	/	1%	/
CC(C)(C)OC(=O)N(CCc1ccccc1)Cc1ccccc1OCc1cccc(NC(=O)C2CCC2)c1	?	-2%	/	/	/	-8%[8.37 µM]
COc1ccc(CNS(=O)(=O)c2cc3c(cc2Cl)NC(=O)CO3)cc1	21&13	-3%	3%&0%	1%	-7%&18%	10%
Cc1cc(C)cc(OCCNS(=O)(=O)c2cccs2)c1	-26	10%	4%	-6%	4%	?
O=C(c1ccc(S(=O)(=O)NCC2CCCO2)cc1)N1CCc2ccccc21 (configuration not stated)	?	2%	11%	9%	2%	?
Cc1ccc(OCCC(=O)OCC(=O)N2CCN(S(=O)(=O)c3ccc(C)cc3)CC2)cc1	10	-3%	1%	/	0%	12%
COc1cccc(NC(=S)NNC(=O)CCn2cc([N+](=O)[O-])cn2)c1	-14	63%[activator]	/	1%	2%	12%
CCOC(=O)C[C@H]1c2cc(C(F)(F)F)ccc2S(=O)(=O)N1C(C)C	-15	14%	/	/	/	18%
Fc1cccc(Cn2cc(C(=S)N3CCCCC3)c3ccccc32)c1	-32	?	2%	-1%	-9%	-8%
COc1ccccc1NS(=O)(=O)c1cc(C(=O)NC2CCN(Cc3ccccc3)CC2)ccc1C	-62*	-7%	/	/	/	5.6µM*
Cn1c(=O)c2c(nc(NCc3ccco3)n2CC(O)CO)n(C)c1=O (configuration not stated)	25	5%	-3%	-1%	2%	7%
CS(=O)(=O)N(CCc1ccccc1)CC(=O)Nc1ccccc1	48	0%[2.32 µM]	-8%	-2%	-10%	4%
(next part)
SMILES	HCMV antiviral	AMA1 RON2 block	Sm TGR block	FBPA Giardia inh	AmpC inh detg	HCV inh
Cc1cccc(NC(=O)C2CCN(S(=O)(=O)c3c(C)[nH]c(=O)[nH]c3=O)CC2)c1	15	12%	8%	3%	?	22%
Cc1cc(S(=O)(=O)N2CCOCC2)ccc1OCC(=O)Nc1ccccc1F	-32	2%	-13%	/	-1%	0%
Cc1ccc(S(=O)(=O)N(C)C)cc1NC(=S)NC1CCCC(C)C1C (configuration not stated)	?	55%[activator]	-20%	-14%	-10%	?
CC1(C)CC(=O)C2=C(C1)OC(N)=C(C#N)C2C1C=CCCC1 (configuration not stated)	8	6%	-13%	-8%	-3%	7%
COc1cc2c(cc1OC)CN(C(=O)Nc1ccccc1Cl)CC2	?	17%	6%	4%	1%	?
COc1ccc2sc(-c3ccccc3OC)c(-c3ccc4c(c3)OCCO4)c2c1	-12	-9%	1%	/	3%	?
Cc1ccc(NS(=O)(=O)c2ccc3c(c2)NC(=O)C(C)C(=O)N3)c(Br)c1 (configuration not stated)	2	12%	-2%	-13%	-6%	-14%
CC(C)NC(=O)C1CCN(C2CCN(C(=O)Cc3ccc4c(c3)OCO4)CC2)CC1	-11	-4%	-8%	3%	-7%	0%
COc1cccc(NC(=O)N2CCC3(CC2)OCCO3)c1	81	20%	-12%	6%	?	24%
O=C1NC(=O)/C(=C\c2ccsc2)N1	-22	-18%	18%	-3%	-2%	9%
CC1CCCN(CCCNC(=O)c2nn(C)c3c2CS(=O)(=O)c2ccccc2-3)C1 (configuration not stated)	2	7%	7%	/	-5%	?
O=C(CC(c1ccccc1)c1ccccc1)NCC1CCCO1 (configuration not stated)	-100*	1%	8%	7%	-2%	17%
C=C(COC(C)=O)CC1CC(O)[C@]2(C)OC3CC4OC5C[C@]6(C)O[C@]7(C)CCC8OC9C[C@]%10(C)OC%11C(C)=CC(=O)OC%11CC%10OC9C[C@@H](C)C8OC7CC6O[C@]5(C)C/C=C\C4OC3CC2O1 (some centres not stated)	/	8%	15%	0%	2%	-18%
Cc1noc(C)c1COc1ccc(C(=O)N2CCN(c3ccccc3O)CC2)cc1	36	8%	-6%	/	5%	?
O=C(OCC(=O)N1CCCCC1)c1cccs1	3	-11%	/	/	/	9%
CC(=O)C1=C(O)CCC1=N	12	1%	1%	1%	-11%	25%
O=C1OCCC1Sc1nc2cc(Cl)ccc2s1 (configuration not stated)	-1	16%	3%	8%	-11%	?

Reformatted with each value named: entries from further up
> CCCc1cc(=O)oc2cc(Oc3ncccn3)ccc12
- HCMV antiviral = 19
- AMA1 RON2 block = 2%
- Sm TGR block = -6%
- FBPA Giardia inh = 2%
- AmpC inh detg = -7%
- HCV inh = ?

> Nn1c(CSc2nc3ccccc3o2)nnc1CSc1nc2ccccc2o1
- HCMV antiviral = 3
- AMA1 RON2 block = 28%
- Sm TGR block = 9%
- FBPA Giardia inh = ?
- AmpC inh detg = 5%
- HCV inh = ?

> CC(C)C(=O)NN(C(=O)C(C)C)c1nc2ccccc2s1
- HCMV antiviral = 39
- AMA1 RON2 block = 8%
- Sm TGR block = 0%
- FBPA Giardia inh = 2%
- AmpC inh detg = 3%
- HCV inh = 2%

> CCCC(=O)Nc1cccc(OCc2cc(=O)n3cccc(C)c3n2)c1
- HCMV antiviral = 19
- AMA1 RON2 block = /
- Sm TGR block = 4%
- FBPA Giardia inh = /
- AmpC inh detg = 23%
- HCV inh = /
